Source: PubChem BioAssay (National Center for Advancing Translational Sciences (NCATS))
RXFP1 antag – antagonists of human relaxin receptor RXFP1 | Q9HBX9 | activity change, negative = inhibition, % at 57.5 µM | HEK293-RXFP1, relaxin-stimulated cAMP HTRF, 30 min; hits give low values | actives 0.59% (n = 350,000);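 active means activity change of -60% or lower, but not beyond a set lower limit; inconclusive means change between -60% and -40%, or beyond the set limit; inactive means change above -40%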; further: on the % scale 0 is the no-effect control and ±100 the full control effect
TRHR enhancer – TRH receptor (human) allosteric enhancement | P34981 | enhancement, % at 2 µM | AID 493056 | TRHR cells, fluo-8 calcium fluorescence, EC20 TRH enhancement | actives 0.66% (n = 360,000); in the data active means enhancement above about 30%; further: 0% is about no effect
Target sequence (P34981 whole entry, looked up): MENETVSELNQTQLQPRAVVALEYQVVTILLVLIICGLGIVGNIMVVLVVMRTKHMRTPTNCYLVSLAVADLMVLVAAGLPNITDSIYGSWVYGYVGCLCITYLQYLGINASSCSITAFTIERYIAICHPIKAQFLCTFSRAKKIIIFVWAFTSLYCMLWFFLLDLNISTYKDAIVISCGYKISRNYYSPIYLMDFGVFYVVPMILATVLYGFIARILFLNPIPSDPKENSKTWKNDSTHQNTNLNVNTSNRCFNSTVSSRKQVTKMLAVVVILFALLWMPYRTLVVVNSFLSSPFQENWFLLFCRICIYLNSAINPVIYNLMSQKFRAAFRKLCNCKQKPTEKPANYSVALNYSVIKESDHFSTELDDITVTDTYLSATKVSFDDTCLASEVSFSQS
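TRHR-expressing cells loaded with fluo-8 calcium dye were read kinetically (ex 480/em 530) during compound addition, then stimulated with an EC20 of TRH (10 nM final). Enhancement of the Gq-mediated intracellular calcium response was scored.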
D2 PAM – positive allosteric modulators of human D2 dopamine receptor; actives 0.34% (n = 340,000); P14416; potentiation, % at 10 µM; HEK293 T-REx D2, calcium flux, EC20 dopamine potentiation;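 active means potentiation over 3 SD above the plate norm, cut at about 30% in these data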; further: 0% is about no effect
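Calcium flux readout, no-wash dye, 1 read/s. Inducible HEK293 Trex D2 line, overnight 30 C. Compound alone 180 s (agonist flags), then EC20 dopamine, another 180 s to score potentiation.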
D1 ag – human D1 receptor agonism; P21728; HEK293 T-REx D1 cells, calcium flux, agonist mode; activation, % at 2 µM; actives 1% (n = 360,000); in the data active means activation above about 30%; further: 0% is about no effect
Target sequence (P21728 whole entry, looked up): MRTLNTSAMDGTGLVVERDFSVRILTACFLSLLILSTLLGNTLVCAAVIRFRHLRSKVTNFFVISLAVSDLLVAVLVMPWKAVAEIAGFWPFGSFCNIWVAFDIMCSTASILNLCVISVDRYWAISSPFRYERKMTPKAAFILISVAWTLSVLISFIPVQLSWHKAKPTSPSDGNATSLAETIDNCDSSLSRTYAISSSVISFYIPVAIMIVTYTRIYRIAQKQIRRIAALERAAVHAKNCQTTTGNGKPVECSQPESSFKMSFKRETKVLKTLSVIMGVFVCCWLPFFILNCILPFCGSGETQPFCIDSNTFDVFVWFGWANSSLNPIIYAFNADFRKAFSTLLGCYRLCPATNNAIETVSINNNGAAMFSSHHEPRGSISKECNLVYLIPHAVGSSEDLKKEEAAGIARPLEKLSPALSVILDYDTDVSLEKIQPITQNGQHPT
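Inducible HEK293 T-REx D1 cells, force-coupled to calcium signalling, were plated at 4000 cells/well with tetracycline and held overnight at 30 C. After no-wash calcium dye loading, compound-evoked calcium rise over 180 s flagged agonists.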
D1 PAM – enhances dopamine response at the human D1 receptor; HEK293 TREx D1 cells, calcium flux, dopamine EC20 potentiation; potentiation, % at 10 µM; actives 0.036% (n = 360,000); in the data active means potentiation above about 30%; further: 0% is about no effect
D2 ag – activates the human D2 dopamine receptor | HEK293 T-REx D2 cells, calcium flux agonist mode | activation, % at 2 µM | P14416 | actives 0.53% (n = 340,000);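 active means activation over 3 SD above normal in the single-dose calcium agonist read, cut at about 30% in these data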; further: 0% is about no effect
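Calcium-flux readout, 1 cycle/sec over 180 s following compound pin transfer, in inducible HEK293 Trex D2 cells (force-coupled); dopamine controls included. Positive calcium responses during this window marked compounds as potential agonists.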
D1 antag – human D1 dopamine receptor antagonism; actives 3.2% (n = 360,000); activity change, negative = inhibition, % at 10 µM; AID 504652; HEK293 TREx D1 cells, calcium flux, dopamine EC80; hits give low values; in the data active means activity change below about -30%; further: on the % scale 0 is the no-effect control and ±100 the full control effect
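Calcium flux readout: force-coupled, inducible Hek293 Trex D1 line, cells induced overnight at 30 C with tetracycline, dye-loaded 30–90 min at RT. Antagonism scored against EC80 dopamine challenge given 180 s after compound.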
RXFP1 agonist – activates the human relaxin receptor RXFP1 | HEK293T-RXFP1 cAMP TR-FRET, 30 min; response scale: percent of porcine relaxin response, buffer zero | actives 0.3% (n = 370,000) | Q9HBX9 | Potency, µM (top dose mostly 57.5 µM), inactives show at the top dose activation, most hits filed as activators | AID 2676; active means well fitted activation curve with a large enough effect; inconclusive means small, poorly fitted or top-dose-only effect; further: potency means the concentration at half of the fitted maximal effect; on the % scale 0 is the no-effect control and ±100 the full control effect; nearly all actives have a fitted effect of over 60% in size; many of its hits are not listed in these tables
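Agonist response is measured as cAMP accumulation in an RXFP1-transfected HEK293T line under PDE4 inhibition. Values are scaled between buffer-only and 29 nM porcine relaxin, and EC50s come from standard Hill equation fits.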
D2 antagonist – antagonists of human D2 dopamine receptor. HEK293 TREx D2 cells, calcium flux, dopamine EC80. inhibition, % at 10 µM. actives 2% (n = 340,000); in the data active means inhibition above about 30%; further: 0% is about no effect
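Overnight-induced (tetracycline, 30 C) HEK293 T-REx cells carrying force-coupled D2 receive a no-wash calcium dye, then compound, then EC80 dopamine at 180 s; signals are read kinetically throughout.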
An asterisk follows results filed as active; ? = inconclusive; · = no result given. An excerpt, so the mix of outcomes need not match the whole.

SMILES	RXFP1 antag	TRHR enhancer	D2 PAM	D1 ag	D1 PAM	D2 ag	D1 antag	RXFP1 agonist	D2 antagonist
COc1ccc(S(=O)(=O)N(C)CC(=O)N2CCC(C(N)=O)CC2)cc1Cl	-1	-4	3	2	-2	-0.3	5	-0.7%	-7
CCOc1ccc(/C(O)=C2/C(=O)C(=O)N(c3ncccn3)C2c2ccccc2)cc1 (stereo not given)	-1	2	-18	8	-1	50*	11	17%	-5
COc1ccc(C(=S)N2CCOCC2)cc1OS(=O)(=O)c1ccccc1[N+](=O)[O-]	2	3	1	3	-8	-0.6	-11	-0.3%	-4
Cc1cccc2c1-c1sc(C(=O)N3CCc4ccccc4C3)cc1CO2	·	5	4	7	-1	-0.8	11	6.3%	-2
COc1ccc(-n2c(=O)c3ccccc3n(CC(=O)NC3CCCC3)c2=O)cc1	-2	16	2	2	4	-0.4	-2	0.2%	-7
CCOC(=O)c1c(C)nc(C(Cl)(Cl)Cl)nc1N	1	-3	1	-1	-3	0.7	-14	0.8%	-1
NS(=O)(=O)c1cccc(NC(=O)CCSc2ccc(Cl)cc2)c1	-4	-1	-9	0	-1	-0.5	-1	0.1%	-12
COCCN1Cc2cccc(C(=O)N3CCN(c4cc(C)ccc4C)CC3)c2C1=O	9	-9	-7	-1	·	0.1	10	-0.2%	-11
O=c1c(-c2ccc(Br)cc2)coc2c(CN3CCCCC3)c(O)ccc12	3	6	-8	3	0	-0.3	1	2.4%	21
CCOP(=O)(OCC)/C(=N/OC(=O)c1ccc(OC)cc1)C(N)=O	-11	2	-5	4	-1	0.7	-8	-0.5%	7
Cc1c(-c2cccc(Cl)c2)nc2ccccc2c1C(=O)OC/C(O)=C(\C#N)c1nc2ccccc2[nH]1	-6	1	8	7	6	1.2	8	4.2%	-14
COc1ccc(C)cc1-n1nnnc1SCC(=O)Nc1cccnc1Cl	7	5	0	11	-3	0.2	-24	-0.1%	2
O=C(CSc1nnc2scc(-c3ccccc3)n12)c1ccc2c(c1)OCCO2	·	-2	-8	1	·	-1.0	0	0.1%	31*
O=C(CSc1nnc(COc2ccccc2F)n1-c1ccccc1)NCc1ccco1	-6	15	7	0	-2	·	·	0.8%	·
COc1ccc(OC)c(-n2c(-c3ccccc3)n[nH]c2=S)c1	-16	7	4	1	-1	-0.3	-1	0.1%	9
COC(=O)/C=C1/N/C(=N\c2nc(C)cc(C)n2)N(c2cccc(C)c2)C1=O	-3	0	6	1	-6	-0.7	10	0.6%	0
CC[N+]1(C)CC2CCC(C)(C1)C2(C)C (stereo not given)	-1	8	-2	2	-3	1.1	60	0.5%	2
COc1cc(NC(=O)c2ccccc2[N+](=O)[O-])ccc1NC(=O)C(C)C	-19	1	-3	3	-5	1.2	-5	0.6%	11
CN1C=CC=C/C1=C1\SC(=S)N(c2ccccc2)C1=O	-12	24	20	1	-5	-0.3	-8	-0.2%	-8
O=C(Nc1cccc(Cl)c1)N1CCCCCC1	9	7	-3	6	-4	0.1	-7	2.4%	20
CCOC(=O)C1CCCN(CCC(=O)Nc2ccc(F)c(F)c2)C1 (stereo not given)	10	-7	-37	5	-3	1.0	5	-0.5%	-17
CS(=O)(=O)Nc1ccccc1C(=O)OCc1cc(=O)n2nc(C3CCCCC3)sc2n1	3	-2	1	0	1	-0.7	-8	?	·
CN(Cc1ccc(O)cc1)C1CCCCC1	0	21	-1	0	-4	-0.2	-7	0.1%	25
Cc1cc(C)n(-c2nc(NCc3cccnc3)c3c4c(sc3n2)COC(C)(C)C4)n1	10	-4	-1	2	-2	1.0	12	1.9%	4
O=C(Nc1cccc(O)c1)c1ccc(NC(=O)C2CCCO2)cc1 (stereo not given)	-34	3	10	5	-8	-0.3	-3	-0.6%	-6
COc1ccc(N)c2c1C(=O)c1ccccc1C2=O	-19	5	-2	3	4	2.6	-2	1.2%	4
CCN(CC)CC1(O)CCN(C(=O)c2ccc(Cl)c(Cl)c2)CC1	-1	7	3	-1	2	0.7	·	2.6%	19
NC(=O)c1nsc(C(=O)N(CC(=O)NC2CCCCC2)c2cccc(F)c2)c1N	-6	2	10	0	-4	0.0	6	2.9%	1
O=C(N/N=C/c1ccc([N+](=O)[O-])o1)c1cc2ccccc2o1	-9	5	-25	1	-4	-0.4	6	2.8%	-13
O=C(/C=N/O)Nc1ccccc1	-20	4	7	2	2	0.2	9	0.2%	-10
O=C(/C=C/c1ccc2ccccc2n1)c1cc(Cl)ccc1O	-13	6	20	9	-4	0.6	-5	4.0%	-5
COc1ccc(C(=O)COc2ccc(F)cc2)c(O)c1C	-31	-2	·	14	-5	·	-11	-2.8%	·
COc1cccc(C2CC(c3cccs3)=NN2C(=O)CCC(=O)O)c1OC (stereo not given)	-7	3	-3	-2	4	-1.1	18	2.8%	-4
CCCN1C(=O)S/C(=C\c2ccc(N3CCOCC3)cc2C)C1=O	·	10	1	5	-6	0.2	-3	-2.7%	-2
CCNc1nc(SCCOc2ccc(Cl)cc2Cl)nc(N(C)C)n1	-5	6	11	5	4	0.3	7	0.0%	-3
O=C(CNCc1cccs1)Nc1ccc(N2CCCCCC2)cc1	-9	10	0	6	-8	2.1	1	-3.2%	2
COC(c1ccccc1)c1nnc(CCC(=O)NC2CCCCC2)o1 (stereo not given)	-1	0	-4	1	-5	-0.7	3	-4.4%	7
Cc1cccc(NC(=O)Cn2nc(-c3ccccc3)c3cnc4ccccc4c32)c1	3	7	15	4	0	-1.0	1	-3.1%	·
Cc1ccc(NC(=O)c2cc(N3C(=O)C=CC3=O)ccc2N2CCOCC2)cc1	-39	2	-3	3	-1	0.6	-24	4.3%	-1
CCOC(=O)c1ccc(-n2[nH]c(-c3ccccc3)cc2=O)cc1	2	0	23	-1	-6	0.7	-11	-0.3%	-4
CC1Cn2c(C(=O)NCc3cccc(Br)c3)cc3cccc(c32)S1 (stereo not given)	-36	9	·	3	1	·	2	?	·
CC(C)c1ccc(NC(=O)c2sccc2-n2cccc2)cc1	-29	-4	-3	6	8	-0.2	13	-0.3%	6
Cc1ccc(C(=O)NCCNc2nc3cc(C)c(C)cc3cc2C)cc1	-9	13	-7	4	6	-0.5	-2	-1.2%	5
CCCNS(=O)(=O)c1ccc(OCC(=O)Nc2ccc3c(c2)OCO3)cc1	-1	1	-17	0	0	-0.9	2	-1.7%	-32
CCCCNC(=O)C(c1ccc(OCC(=O)OC)c(C(=O)OC)c1)N(CCc1ccccc1)C(=O)CCCCCN1C(=O)NC(c2ccc(-c3ccccc3)cc2)C(C(=O)OCc2ccccc2)=C1C (stereo not given)	·	6	15	14	-5	-0.5	-20	1.3%	-8
CCOC(=O)N1CCN(C(=S)NC)CC1	8	-16	9	1	-4	0.1	7	0.2%	1
C=CCNC(=O)CSc1nnc(C(CC)N(C)C)n1C1CCCCC1 (stereo not given)	13	1	9	3	4	0.2	5	-1.2%	-4
O=C(NCc1ccccc1)c1c[nH]c2ccc(S(=O)(=O)Nc3ccc4c(c3)OCCO4)cc2c1=O	-2	0	-1	2	-3	-0.2	-13	-0.1%	9
O=C(NCc1cccc(Cl)c1)C1CCCO1 (stereo not given)	-2	1	-2	0	-5	-0.2	-17	1.9%	25
O=c1[nH]c2ccccc2cc1CN(Cc1cccnc1)S(=O)(=O)c1ccc([N+](=O)[O-])cc1	1	0	-4	1	-2	-3.0	6	3.5%	-15
CCc1ccccc1N(C)C(=O)c1nn(-c2ccc(OC)cc2)c(=O)c2c1c1ccccc1n2C	-9	2	5	5	0	0.8	6	1.5%	·
CC(=O)c1cccc(NC(=O)CN2C(=O)CCc3cc(S(=O)(=O)N4CCCCC4)ccc32)c1	·	-4	0	1	0	2.3	6	-1.3%	·
CC(C)(Oc1ccc(Cl)cc1)C(=O)NCc1ccco1	-10	2	8	0	0	0.0	0	1.7%	7
COc1ccc(CNC(=O)[C@@H](C)NC(=O)C2CCN(C(=O)[C@@H](N)CCSC)CC2)cc1	·	-5	2	2	-2	0.2	2	0.4%	3
Cc1cc2c(cc(C(=O)N3CCC(C(=O)N4CCCC4)CC3)n2Cc2c(F)cccc2Cl)o1	-1	4	·	1	·	·	13	0.0%	·
CCCN(CC(=O)Nc1ccccc1C)C(=O)c1cc(C)oc1C	-4	2	-9	11	·	0.8	-1	-0.1%	-4
CC(=O)n1cc([C@@H]2C=C(C(=O)NCc3ccccc3)O[C@H](OCCCCO)C2)c2ccccc21	·	-3	-1	1	3	0.0	-4	-0.2%	-9
COc1ccc(-c2nc(CS(=O)(=O)CC(=O)NCc3cccc(F)c3)c(C)o2)cc1	10	0	-6	0	-10	-0.3	19	10%	54*
CNc1nc(SC)nc(N(C#N)CC(=O)OC)n1	8	-4	19	0	1	-2.0	8	-0.4%	-26
Cc1ccc(NC(=O)CSc2nc3ccc(NC(=O)c4cccs4)cc3s2)c(C)c1	·	-1	15	0	-1	·	-17	-1.6%	·

Other compounds follow:
SMILES	RXFP1 antag	TRHR enhancer	D2 PAM	D1 ag	D1 PAM	D2 ag	D1 antag	RXFP1 agonist	D2 antagonist
O=C(COc1ncnc2ccccc12)Nc1cccc(S(=O)(=O)N2CCOCC2)c1	-2	-1	1	2	12	-0.9	3	8.8%	7
N#Cc1ncc(-c2ccc3c(c2)OCCOCCOCCOCCOCCO3)nc1C#N	-5	4	7	-1	-11	1.3	-15	-1.6%	-3
Cc1ccc(C(=O)Nc2ccc(N3CCOCC3)cc2)cc1	-12	-3	-8	3	8	0.4	5	2.6%	21
COc1ccc(NC(=O)c2noc3c2CCC3)cc1	-9	0	0	-2	-2	-1.3	16	-0.1%	-12
CC(NC(=O)c1cccs1)C(c1cccs1)N1CCOCC1 (stereo not given)	12	3	-3	3	-3	0.0	3	0.1%	-4
